Source: PubChem (Broad Institute)
S100A4 MyoIIA: inhibitors of human S100A4 binding to myosin IIA peptide | inhibition, % at 10.7 µM | hit rate 0.14% among 360,000 | S100A4/TAMRA-MyoIIA peptide fluorescence polarization;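 active = mean inhibition of at least 70% across replicates, with every replicate also reaching that level; inconclusive = mean inhibition reaches 70% but some replicates fall short; inactive = mean inhibition below 70%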
Target sequence (P26447 whole entry, looked up): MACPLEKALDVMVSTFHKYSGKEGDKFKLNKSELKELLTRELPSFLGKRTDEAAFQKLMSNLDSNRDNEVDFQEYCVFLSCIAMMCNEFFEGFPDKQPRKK
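Compound dosing: one dose per compound; test system: human S100A4 monomer with TAMRA-labelled myosin IIA peptide; probe or stimulus: TAMRA-labelled myosin IIA heavy-chain peptide probe, 5 nM; medium: HEPES buffer with Ca2+, pH 7.2; schedule: 5 min incubation before reading; benchmarks: neutral control DMSO, positive control TFP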
XiGFP reactiv: X-chromosome reactivation activator; XiGFP mouse fibroblasts, % GFP-positive cells imaging, 3 d; cells co-treated with 5-aza-dC sensitizer; scaled so ellipticine positive control = 100%; activation, % at 7.58 µM; hit rate 0.055% among 360,000; AID 743238;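 active = mean normalized replicate activation at least 10% and every replicate at or above 10%; inconclusive = only one of the two criteria met; inactive = mean below 10% and not all replicates reach 10%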;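 note: 0% = median of on-plate neutral control wells and 100% = ellipticine 6 µM median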
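Material: SV40-immortalized XiGFP fibroblast cells, line 68-5-11 | Buffer or medium: DMEM containing 5-aza-dC | Dosing: One concentration, pinned | Times: 3 d treatment, 15 min room-temperature fixation | Controls: Ellipticine 6 µM positive control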
RAD54 branch: RAD54 (human) branch migration inhibition. RAD54 Holliday junction branch migration, FAM/BHQ fluorescence. Q92698. hit rate 0.14% among 360,000. AID 602329. inhibition, % at 10.4 µM;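 active = mean normalized replicate activity at least 40 and at least half of replicates scoring 40 or more; inconclusive = only one of the two criteria met; inactive = mean below 40 and under half of replicates reaching 40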;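 note: 0% = median of neutral control wells and 100% = median of positive control wells; inhibitors cause a drop in the FAM fluorescence signal; in these data hits start at about 50%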
RAD52 inh: RAD52 (human) annealing inhibition; recombinant RAD52 DNA annealing, FRET fluorescence; inhibition, % at 18.7 µM; hit rate 0.46% among 360,000; AID 651710;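 active = every replicate showing at least 50% inhibition; inconclusive = mean inhibition at least 50% but not in every replicate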
Target sequence (P43351 whole entry, looked up): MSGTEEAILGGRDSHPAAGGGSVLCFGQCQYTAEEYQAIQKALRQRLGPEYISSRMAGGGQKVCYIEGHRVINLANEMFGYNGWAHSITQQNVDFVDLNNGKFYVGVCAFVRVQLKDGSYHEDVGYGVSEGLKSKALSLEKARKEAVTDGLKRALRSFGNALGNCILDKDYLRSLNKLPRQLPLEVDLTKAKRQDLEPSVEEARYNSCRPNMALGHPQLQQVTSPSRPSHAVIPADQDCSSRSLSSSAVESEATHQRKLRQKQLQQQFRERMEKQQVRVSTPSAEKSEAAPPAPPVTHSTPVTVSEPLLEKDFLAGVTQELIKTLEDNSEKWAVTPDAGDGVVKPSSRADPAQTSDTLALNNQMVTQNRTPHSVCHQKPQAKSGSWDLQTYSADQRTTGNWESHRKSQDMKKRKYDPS
ERp5 block: ERp5 (human) disulfide isomerase inhibition; ERp5 insulin aggregation, absorbance 650 nm, 90 min; hit rate 0.05% among 350,000; Q15084; AID 651711; inhibition, % at 9.99 µM;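 active = mean replicate inhibition above about 25%, with every replicate also reaching it, limit read from the data, passing the limit was not always enough; inconclusive = only one of those two criteria met; inactive = neither criterion met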
Target sequence (Q15084 whole entry, looked up): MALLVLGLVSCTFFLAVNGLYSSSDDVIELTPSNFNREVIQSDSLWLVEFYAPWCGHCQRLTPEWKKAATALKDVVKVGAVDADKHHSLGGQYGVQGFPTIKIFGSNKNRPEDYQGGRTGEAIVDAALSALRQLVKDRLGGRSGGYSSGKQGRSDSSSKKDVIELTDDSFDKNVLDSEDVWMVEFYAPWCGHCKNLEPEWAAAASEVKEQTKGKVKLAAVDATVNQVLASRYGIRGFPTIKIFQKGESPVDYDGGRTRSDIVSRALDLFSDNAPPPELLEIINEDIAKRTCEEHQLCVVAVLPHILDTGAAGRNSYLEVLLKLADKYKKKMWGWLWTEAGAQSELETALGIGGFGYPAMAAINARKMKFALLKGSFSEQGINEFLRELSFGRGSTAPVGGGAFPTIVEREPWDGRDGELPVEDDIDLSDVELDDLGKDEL
esBAF inh: inhibitors of esBAF chromatin remodeling in mouse ES cells. hit rate 2% among 350,000. Bmi1-luciferase knock-in reporter, 24 h; 100% = twice the neutral-well signal. reporter increase, % at 12.5 µM. AID 602393; in the data active = activation above about 40%; inconclusive = no clear call, values can overlap the other calls;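 note: 0% = median of the plate's neutral control wells and 100% = double that signal; a rise in the Bmi1 reporter signal indicates esBAF inhibition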
E-sel inducer: induces E-selectin expression in human endothelial cells | hit rate 0.37% among 260,000 | P16581 | activation, % at 7.58 µM | HUVEC E-selectin immunofluorescence imaging; normalized: neutral wells 0, TNF-alpha wells 100;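 active = mean E-selectin-positive cell signal at least 10% of the positive control, reached in at least 60% of replicates, without over 20% cell loss; inconclusive = no rule given, readout overlaps actives, possibly toxicity-flagged; inactive = the rest, including those meeting only one limit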;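 note: in these data hits start at about 27%; measured in HUVEC primary endothelial cells; signal is the percent of cells scored E-selectin positive by PE staining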
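Read-out: % PE-positive cells | Test system: HUVEC | Doses: One compound dose added by pin transfer | Buffer or medium: EGM-2 over gelatin coat | Signal: Immunofluorescence imaging | Benchmarks: TNF-alpha, DMSO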
ERAP1 HTS inh: inhibitors of human ERAP1 aminopeptidase; Q9NZ08; recombinant ERAP1, Leu-AMC fluorescence, 60 min; inhibition, % at 10.7 µM; hit rate 0.15% among 340,000; AID 652197;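 active = mean replicate inhibition of at least 30%, or all replicates individually reaching that 30% level; inactive = mean below 30% and not every replicate reaching it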;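 note: 0% = neutral control wells and 100% = L-leucinethiol positive control wells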
Active calls of the source: *; ? = inconclusive; . = not tested or not shown; & = joins results of further samples.

SMILES	S100A4 MyoIIA	XiGFP reactiv	RAD54 branch	RAD52 inh	ERp5 block	esBAF inh	E-sel inducer	ERAP1 HTS inh
CC(C)NC(=O)N[C@H]1CC[C@@H](CC(=O)NC2Cc3ccccc3C2)O[C@H]1CO	6	-0.1	3	6	-2	-5	0.3	1
C[C@@H]1CN([C@H](C)CO)C(=O)c2cc(NC(=O)Nc3ccc4c(c3)OCO4)ccc2O[C@H]1CN(C)C(=O)Nc1cccc2ccccc12	-3	0.4	?	-4	3	-3	-2.8	-2
O=C(NNC(=O)c1csc(-c2cccnc2)n1)c1ccccc1	0	-0.1	-7	3	0	17	.	2
CC(CCc1ccccc1)NC(=O)CN1C(=O)NC2(CCCCC2C)C1=O (configuration not stated)	-8	0.6	-7	-6	5	-1	1.2	1
O=C(NC(=S)Nc1ccc(S(=O)(=O)Nc2nccs2)cc1)C1CC1	-2	0.3	4	-2	1	-5	-3.8	1
O/C(=C\c1ccc2ccccc2n1)c1ccncc1	-5	1.5	-9	-106	5	?	.	7
C[C@@H]1CN([C@H](C)CO)C(=O)c2cc(NC(=O)C3CCCCC3)ccc2O[C@H]1CN(C)S(C)(=O)=O	-7	0.4	10	8	2	-2	-15	0
C[C@H](CO)N1C[C@H](C)[C@@H](CN(C)Cc2cccc(C(F)(F)F)c2)OCc2cnnn2CCCC1=O	1&1	0.0&0.3	-3&-5	-5&19	3&2	0&-2&-2	0.1&-0.3	2&-2
Nc1sc2c(c1C(=O)NC1CC1)CCCC2	-2	0.4	-9	-27	-2	1	.	1
Cc1nn(Cc2ccc(C(=O)N3CCCC3)o2)c(C)c1[N+](=O)[O-]	-2	0.1	-14	-5	3	-7	.	3
O=C1C(=O)N(Cc2cccnc2)C(c2ccc(Br)cc2)/C1=C(\O)c1ccc2c(c1)OCCO2 (configuration not stated)	2	0.0	-3	-2	2	4	.	-1
COc1cccc(-c2cccc(-c3nc(C(=O)NCC(F)(F)F)cc4c3[C@@H](CCO)N([S@](=O)C(C)(C)C)C4)c2)c1	-14	0.0	13	23	1	5	2.4	-3
COc1cc(NC(=S)N2CCc3ccccc3C2)cc(OC)c1	-8	0.1	.	-9	-7	.	-3.2	1
Cc1cc(C)cc(NC(=O)CSc2nc(=O)n(CCCN3CCOCC3)c3c2CCCC3)c1	-4	-0.1	6	-4	-1	.	0.2	0
Cc1ccc(NC(=O)c2cc3ccccc3o2)cc1	-6	0.1	8	-6	-1	53*	0.6	0
COc1ccc2c3c([nH]c2c1)[C@H](CO)N(C(=O)Cc1ccccc1)CC31CCN(C(=O)Nc2ccccc2F)CC1	15	0.0	.	6	0	.	0.9	-2
CCc1nc2ccc(C(=O)NCCCn3ccnc3)cn2c1N(C)C(=O)c1cccc(OC)c1	-11	-0.1	1	-4	-1	0	-0.3	0
CCN1C(=O)c2cccc3c(NC(=O)C4CCCCC4)ccc1c23	3	.	-9	-108	5	-10	.	4
CN1CCN(C(=O)C[C@H]2C[C@H]3c4cc(NC(=O)CC5CC5)ccc4O[C@H]3[C@H](CO)O2)CC1	6	-0.1	6	-1	-2	-6	-0.7	3
COc1ccc(CC(=S)NCCc2ccccc2)cc1	-3	0.0	-11	-3	4	2	.	-1
O=C(NCCCCc1ccccc1)C1CC(c2cccc(F)c2)=NO1 (configuration not stated)	-1	0.3	0	-15	2	-3	-0.1	-2
C[C@H](O)C#Cc1ccc2c(c1)O[C@@H](CN(C)Cc1ccncc1)[C@H](C)CN([C@H](C)CO)S2(=O)=O	-1	-1.3	-4	3	-3	8	0.7	-3
CS(=O)(=O)N1CCC(C(=O)N2CCN(c3ccc(F)cc3)CC2)CC1	-2	0.2	.	-7	1	.	.	3
CN1CCN(C(=O)/C(=C/c2ccccc2Cl)NC(=O)c2ccccc2)CC1	5	0.0	1	-10	1	1	.	0
CCN1CCN(CCCN(Cc2cccs2)C(=S)Nc2ccccc2C)CC1	4	0.6	.	12	1	.	-2.6	-2
CN(C)CCCNC(=O)C[C@H]1C=C[C@H](NS(=O)(=O)c2ccc(F)cc2)[C@H](CO)O1	8	-0.3	-8	3	2	0	-0.2	0
CC(C)NC(=O)Nc1ccc2c(c1)C(=O)N([C@@H](C)CO)C[C@@H](C)[C@H](CN(C)S(=O)(=O)c1ccc(Cl)cc1)OCCCC[C@@H](C)O2	-15	0.6	-4	1	9	2	.	3
O=Cc1ccc(-c2ccc(C(=O)O)cc2)o1	6	-0.1	1	-12	-3	-6	-0.6	.
COc1cccc(CN(C)C(=O)c2ccccc2Sc2ccccc2C#N)c1OC	-3	-0.2	0	-10	3	.	0.2	-4
C[C@H]1CN([C@@H](C)CO)S(=O)(=O)c2ccc(C#Cc3ccncc3)cc2O[C@@H]1CN(C)C(=O)C1CCOCC1	-5	-1.3	-2	-27	2	6	-0.1	-1

Some of these compounds in order of SMILES length, rising:
SMILES	S100A4 MyoIIA	XiGFP reactiv	RAD54 branch	RAD52 inh	ERp5 block	esBAF inh	E-sel inducer	ERAP1 HTS inh
Nc1sc2c(c1C(=O)NC1CC1)CCCC2	-2	0.4	-9	-27	-2	1	.	1
COc1cccc(CN(C)C(=O)c2ccccc2Sc2ccccc2C#N)c1OC	-3	-0.2	0	-10	3	.	0.2	-4
CS(=O)(=O)N1CCC(C(=O)N2CCN(c3ccc(F)cc3)CC2)CC1	-2	0.2	.	-7	1	.	.	3
C[C@H]1CN([C@@H](C)CO)S(=O)(=O)c2ccc(C#Cc3ccncc3)cc2O[C@@H]1CN(C)C(=O)C1CCOCC1	-5	-1.3	-2	-27	2	6	-0.1	-1

Going on with the list.
SMILES	S100A4 MyoIIA	XiGFP reactiv	RAD54 branch	RAD52 inh	ERp5 block	esBAF inh	E-sel inducer	ERAP1 HTS inh
C[C@@H]1CN([C@@H](C)CO)C(=O)c2cccc(NC(=O)C3CCOCC3)c2O[C@@H]1CN(C)S(=O)(=O)c1ccc(F)cc1	3	0.4	-5	10	-2	0	0.6	-2
O=C(Nc1ccc(N2CCOCC2)cc1)c1ccc([N+](=O)[O-])o1	1	0.3	11	-2	3	16	-0.3	3
C[C@@H]1CN([C@@H](C)CO)C(=O)c2cccc(NC(=O)Nc3ccccc3)c2O[C@@H]1CN(C)C(=O)Nc1ccccc1	12	-0.2	-25	-9	6	1	-0.3	1
C[C@H]1CN([C@@H](C)CO)C(=O)c2cc(NS(=O)(=O)c3ccc(F)cc3)ccc2O[C@H]1CN(C)Cc1ccccc1	-7	-1.1	-7	15	1	-2	0.3	3
NCC[C@H]1CC[C@@H](NC(=O)C2CCC2)[C@@H](CO)O1	2	0.2	-5	-4	-5	1	0.2	1
CCOC(=O)[C@]12CCC=C1N(Cc1ccco1)C(=O)[C@H](CC(=O)NCC13CC4CC(CC(C4)C1)C3)C2	-15	-0.1	.	-29	11	.	0.2	-1
COc1ccc(C(=O)COC(=O)c2sc(C)nc2C)cc1Cl	-5	0.2	-2	-89	4	3	1.7	-3
COC(=O)c1ccccc1C(=O)N1CCCC(C(=O)c2cc(F)ccc2F)C1 (configuration not stated)	3	0.0	.	-7	5	.	2.1	0
COc1ccc(NC(=O)CCNS(=O)(=O)c2cccc(C(C)=O)c2)cc1S(N)(=O)=O	-2	0.2	5	-11	-1	-7	.	0
Cc1c(Cl)cccc1NC(=S)N1CCN(c2ncccn2)CC1	-2	0.3	-13	-23	-6	-3	0.1	-7
CCO/C=C1\C(=O)N(c2ccc(OCC)cc2)C(=O)c2ccccc21	0	-0.2	-5	-24	-2	-3	3.0	4
O=C(Nc1ccc(N2CCN(C(=O)c3cccs3)CC2)cc1)c1ccccc1F	7	0.0	8	-6	0	-1	.	-6
Cc1cc(C)cc(NC(=O)c2ccc(S(=O)(=O)N(C)CC3CCCO3)cc2)c1 (configuration not stated)	-5	0.3	-8	-17	-4	.	-0.2	-2
C[C@H]1CN([C@@H](C)CO)C(=O)c2cc(C#Cc3ccccn3)cnc2O[C@H]1CN(C)Cc1cccnc1	-23	0.5	5	-47	-7	2	-0.1	1
Cc1noc(C)c1S(=O)(=O)Nc1ccc2c(c1)C(=O)N([C@H](C)CO)C[C@H](C)[C@H](CN(C)CC1CCCCC1)OCCCC[C@@H](C)O2	2	-1.0	1	12	-5	4	-0.6	0
Cn1c(N)c(C(=O)COC(=O)COc2cc(Cl)c(Cl)cc2Cl)c(=O)n(C)c1=O	-4	-0.2	0	-12	2	4	0.0	4
CN(C(=O)c1cccn(Cc2ccccc2)c1=O)c1ccccc1	-9	0.0	.	10	-2	.	.	4
c1ccc(C2=Nc3c(ccc4ccccc34)C(c3ccncc3)=NN2)cc1	-7	0.0	.	-7	6	.	-0.1	0
CN(C)c1ccc2c(c1)[C@@H]1C[C@@H](CC(=O)NCc3ccncc3)O[C@@H](CO)[C@@H]1O2	-6	0.2	-2	-13	2	-6	0.0	3
O=C(CSC1=NNC(c2ccccn2)S1)Nc1cccc(Cl)c1 (configuration not stated)	4	-0.1	-5	5	-1	2	0.4	.
CN(C)S(=O)(=O)c1ccccc1C#N	0	.	-17	-12	4	-5	.	-1
Cc1noc(C)c1NC(=O)Nc1ccc2c(c1)C(=O)N([C@@H](C)CO)C[C@H](C)[C@@H](CN(C)C(=O)Nc1c(C)noc1C)O2	25	0.1	1	-7	-14	-3	-0.2	1
O=C(NCC1CCCO1)c1cccc(S(=O)(=O)NCc2ccccc2)c1 (configuration not stated)	1	0.1	5	-12	2	-2	.	-1
C[C@H](O)C#Cc1ccc2c(c1)O[C@@H](CN(C)CC1CCOCC1)[C@H](C)CN([C@H](C)CO)S2(=O)=O	.	-0.4	-6	.	.	-9	-4.4	.
COc1ccc(-c2cc(C3CCN(CC(O)C(F)(F)F)CC3)[nH]n2)cc1 (configuration not stated)	-7	0.3	-3	-3	0	-4	0.0	4
Cc1ccc(C(=O)N2CCN(c3cccc(C)c3C)CC2)o1	-2	-0.1	6	-13	-2	.	-0.3	3
C/C=C/c1ccc([C@H]2[C@@H](CO)N(C(=O)C3CCC3)C23CN(C(=O)NC(C)C)C3)cc1	-52	0.0	.	-44	-9	.	-0.1	2
COc1ccc(CN(C)C[C@H]2Oc3ccc(NC(=O)CCC(F)(F)F)cc3CC(=O)N([C@@H](C)CO)C[C@H]2C)cc1	-11	-0.1	-9	4	0	2	0.0	4
CS(=O)(=O)N1CC(=O)N2[C@H](C1)[C@H](c1ccc(Br)cc1)[C@@H]2CO	56	0.0	.	4	3	.	0.3	-2
O=C(c1cccnc1)N1CC(=O)N2[C@H](C1)[C@H](c1ccc(C#CCC3CCCC3)cc1)[C@@H]2CO	5	0.0	.	3	3	.	-0.3	-2
O=C(NCc1ccccc1F)c1cc(=O)[nH]c2ccccc12	-2	0.0	-11	9	2	4	.	2
Cc1ccc(S(=O)(=O)N(C)C[C@@H]2OCCCC[C@H](C)Oc3ccc(NC(=O)Nc4ccc5c(c4)OCO5)cc3C(=O)N([C@@H](C)CO)C[C@H]2C)cc1	-1	0.2	8	0	0	-1	.	-4
O=C(NCc1nnnn1-c1ccccc1)c1ccc2ccccc2c1	2	0.3	8	-74	-3	-2	.	6
